Source: PubChem (National Center for Advancing Translational Sciences (NCATS))
Tau fibril ThT = inhibitors of human tau fibril formation, thioflavin T binding | P10636 | recombinant tau K18 P301L, heparin-induced fibrillization, ThT fluorescence | Potency, µM (series often up to 57.4 µM), inactives show at the top dose activity, negative = inhibition, usual class: inhibitors | actives 2.1% (n = 270,000); note: % is set by controls: 0 for no effect and ±100 for the full control effect; nearly all actives have a fitted effect of over 55% in size
Target sequence (P10636 561-689 P618L limits assumed): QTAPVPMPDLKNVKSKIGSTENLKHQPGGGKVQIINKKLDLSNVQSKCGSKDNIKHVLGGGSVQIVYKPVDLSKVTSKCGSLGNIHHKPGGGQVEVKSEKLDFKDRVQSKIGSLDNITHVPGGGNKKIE
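Heparin-induced fibrillization of the P301L-mutant K18 repeat-domain fragment of human tau was followed by ThT binding in quantitative high-throughput format.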
RECQ1 inh = inhibitors of human RECQ1 DNA helicase; P46063; RECQ1 DNA unwinding, red fluorescence kinetic read; Potency, µM (series often up to 57.3 µM), for inactives: top-dose activity, negative = inhibition, most hits filed as inhibitors; actives 0.54% (n = 240,000);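 note: plate controls were vehicle for no effect and no enzyme for full effect; nearly all actives have a fitted effect of over 30% in size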
Target sequence (P46063 whole entry, looked up): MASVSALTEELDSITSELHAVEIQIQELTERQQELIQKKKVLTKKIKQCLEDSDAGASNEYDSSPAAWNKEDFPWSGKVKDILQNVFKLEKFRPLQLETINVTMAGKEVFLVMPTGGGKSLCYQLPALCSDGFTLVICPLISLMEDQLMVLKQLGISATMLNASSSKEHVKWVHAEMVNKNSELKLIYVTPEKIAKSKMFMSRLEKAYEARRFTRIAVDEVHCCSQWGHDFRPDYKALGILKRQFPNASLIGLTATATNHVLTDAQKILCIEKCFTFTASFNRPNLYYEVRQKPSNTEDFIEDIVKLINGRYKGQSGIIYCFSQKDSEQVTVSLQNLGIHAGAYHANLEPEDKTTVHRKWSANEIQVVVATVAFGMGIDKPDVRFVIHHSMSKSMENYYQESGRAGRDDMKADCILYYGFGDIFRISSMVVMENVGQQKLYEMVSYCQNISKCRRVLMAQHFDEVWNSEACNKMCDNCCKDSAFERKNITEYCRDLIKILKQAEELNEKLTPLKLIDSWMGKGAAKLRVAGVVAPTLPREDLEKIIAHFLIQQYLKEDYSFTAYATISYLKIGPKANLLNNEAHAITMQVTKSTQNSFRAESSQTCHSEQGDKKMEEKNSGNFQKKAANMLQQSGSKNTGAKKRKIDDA
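50 nM RECQ1T1 preincubated 15 min with compound in Tris pH 8.0 buffer with MgCl2, DTT, Tween-20 and 2.5 ug/ml poly(dI-dC); started with 200 nM TAMRA/BHQ-2 forked duplex and 2 mM ATP. Unwinding read as fluorescence (525/598 nm), two reads 2 h apart.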
Tau FP inhib = tau fibrillization inhibition (FP); Potency, µM (top dose mostly 57.7 µM), for the others: at the top dose activity, negative = inhibition, hits mostly inhibitors; actives 0.39% (n = 280,000); K18 P301L tau heparin fibrillization, Alexa594 FP, 6 h; P10636; note: % is set by controls: 0 for no effect and ±100 for the full control effect; nearly all actives have a fitted effect of over 55% in size
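Compound effects on tau fibrillization are measured by Alexa 594 fluorescence polarization (ex 555, em 632 nm). K18 P301L tau is used at 15 uM with 0.24 uM labeled tracer, and 20 uM heparin induces aggregation over 6 hr at 37 C.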
L3MBTL1 inh = L3MBTL1 (human) inhibition. AlphaScreen L3MBTL1–H3K9me1 peptide binding. Potency, µM (highest dose often 57.1 µM), without a hit: at the highest dose activity, negative = inhibition, hits mostly inhibitors. actives 0.66% (n = 230,000). AID 485360; note: % is set by controls: 0 for no effect and ±100 for the full control effect; nearly all actives have a fitted effect of over 60% in size
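Read-out is AlphaScreen signal from streptavidin donor and nickel chelate acceptor beads (10 ug/mL final each) bridging L3MBTL1 (50 nM) and biotinylated K9-monomethylated H3(1-15) peptide (75 nM), after 30 min compound exposure at room temperature.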
HTT cytoprotect = cytoprotection in Huntington HTT-Q103 PC12 cell model. PC12 HTT-Q103 induced, cytoprotection, ATP luminescence, 40 h. Potency, µM (top dose mostly 56.4 µM), without a hit: cytoprotection (ATP increase), most hits filed as activators. AID 1471. actives 0.14% (n = 230,000);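 note: % of control where 0% means no effect; nearly all actives have a fitted effect of over 45% in size; toxic huntingtin expression switched on by the ecdysone agonist tebufenozide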
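ATP quantification (ATPlite) reports survival of PC12 cells in which tebufenozide, 100 nM final, switches on Htt exon 1 with 103 glutamines linked to GFP; compounds are titrated.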
TRb SRC2 PPI = TRbeta-SRC2 interaction inhibition | P10828 | TRbeta-SRC2 peptide binding, fluorescence polarization; receptor liganded with 1 µM T3 | Potency, µM (series often up to 106 µM), for the others: at the highest dose activity change, negative = inhibition, most hits filed as inhibitors | actives 0.065% (n = 280,000) | AID 1469;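 note: plate controls were bound peptide for no effect and peptide without receptor for full effect; nearly all actives have a fitted effect of over 50% in size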
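Human TRb ligand-binding domain (0.6 uM) is mixed with 20 nM Texas Red SRC2 peptide and 1 uM T3; after compound addition and 5 hr at ambient temperature, polarization is measured and normalized to unbound and bound controls.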
Tau fluor cs = counter-screen for tau fibril formation inhibitors. tau K18 P301L Alexa594 fluorescence, heparin fibrillization. actives 0.93% (n = 280,000). Potency, µM (doses to about 57.7 µM), inactives show at the highest dose activity change, negative = decrease; note: % is set by controls: 0 for no effect and ±100 for the full control effect; nearly all actives have a fitted effect of over 55% in size
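Human tau K18 P301L (15 uM unlabeled, 0.24 uM Alexa 594-labeled) in 100 mM sodium acetate pH 7 with 20 uM heparin, 6 hr at 37 C. ThT 30 uM added, 1 hr ambient; Alexa 594 FP and total fluorescence read at 555/632 nm.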
TR SRC2 fluor cs = Texas Red fluorescence interference in TRb-SRC2 counter-screen. TRb/SRC2 Texas Red total fluorescence interference. Potency, µM (doses to about 106 µM), for inactives: at the highest dose fluorescence change, negative = quenching. AID 1479. actives 0.29% (n = 280,000); active = well fitted curve in either direction with a large enough effect; inconclusive = small, poorly fitted or top-dose-only effect; note: % is set by controls: 0 for no effect and ±100 for the full control effect
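Human TRb ligand-binding domain at 0.6 uM with 20 nM Texas Red SRC2 peptide in Tris buffer containing 1 uM T3 and 5% DMSO, incubated with compound 5 h at ambient temperature. Total fluorescence (555/632 nm) calculated as parallel + 2 × perpendicular.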
Active calls of the source: *; i = inactive; ? = inconclusive; nt = not tested or not shown; [ ] = dose if it differs, or a comment. Unless noted, calls come from the whole dose curve; as a rule, active = well fitted curve in the direction sought with a large enough effect; inconclusive = small, poorly fitted or top-dose-only effect, or another doubt; inactive = no such curve, though single readings can be large; an effect the other way counts as inactive or inconclusive. Potency is the fitted concentration of half-maximal effect. A portion of the library; the hit share may differ from the screen's.

Short forms – A = Tau fibril ThT; B = RECQ1 inh; C = Tau FP inhib; D = L3MBTL1 inh; E = HTT cytoprotect; F = TRb SRC2 PPI; G = Tau fluor cs; H = TR SRC2 fluor cs
CCSc1nc2ccccc2c(OCc2cc(C(=O)OC)ccc2OC)c1C(=O)OC
  A: -10%; B: nt; C: -19%; D: nt; E: nt; F: -7%; G: ?; H: ?
Cc1ccc(NNC(=O)c2ccc(Cl)cc2)nn1
  A: -10%; B: -9%; C: -14%; D: 3%; E: 15%[10 µM]; F: 1%; G: -11%; H: -2%
CC1CN(C(=O)Nc2ccc3c(c2)OCCO3)CC(C)O1 (centres undefined)
  A: 2%; B: i; C: 5%; D: -3%; E: 5%[10 µM]; F: 1%; G: 5%; H: 4%
N#CCc1ccc(NS(=O)(=O)c2cccs2)cc1
  A: -9%; B: -10%; C: -5%; D: 7%; E: -8%; F: 9%; G: -6%; H: 1%
Cc1nc2c(C#N)c(C)[nH]n2c(=O)c1Cc1ccccc1
  A: -9%; B: -6%; C: 6%; D: 5%; E: 0%; F: -18%; G: 2%; H: -1%
O=S(=O)(c1ccc2oc3ccccc3c2c1)N1CCCC1
  A: -5%; B: -1%; C: -9%; D: -2%; E: 5%[1.9 µM]; F: -9%; G: -11%; H: -1%
COc1ccc(/C=N/NC(=O)c2ccc(=O)[nH]n2)cc1OC
  A: -13%; B: -6%; C: -6%; D: 7%; E: -9%[10 µM]; F: 5%; G: 1%; H: -8%
O=C(CC1Sc2ccccc2NC1=O)Nc1ccccc1[N+](=O)[O-] (centres undefined)
  A: -11%; B: -2%; C: 1%; D: -8%; E: 20%[10 µM]; F: 9%; G: -23%; H: 2%
Cc1ccnn1CC(=O)N/N=C/c1cn[nH]c1-c1ccc(F)cc1
  A: -3%; B: i; C: -1%; D: 2%; E: 0%[10 µM]; F: 1%; G: -7%; H: -5%
CC1(C)CC(=O)C(N=Nc2ccc(F)cc2)=C(O)C1
  A: -11%; B: -4%; C: 4%; D: nt; E: -6%[10 µM]; F: -6%; G: 2%; H: -1%
CCCCNC(=O)CSc1nc2cc3c(cc2c(=O)n1CCCCCC(=O)NCCc1ccc(OC)c(OC)c1)OCO3
  A: 3%; B: nt; C: -2%; D: nt; E: nt; F: 2%; G: 8%; H: -8%
Cc1ncc(C[n+]2csc(CCOC(=O)CC3C4CC5CC(C4)CC3C5)c2C)c(N)n1 (centres undefined)
  A: -11%; B: i; C: -6%; D: 1%; E: -2%; F: 2%; G: -3%; H: 1%
COc1ccc2oc(-c3cccc(NC(=O)c4sc5c([N+](=O)[O-])cccc5c4Cl)c3)nc2c1
  A: -8%; B: nt; C: 8%; D: nt; E: nt; F: 4%; G: -18%; H: ?
CCc1ccc(N2CC(C(=O)N/N=C/c3cc([N+](=O)[O-])ccc3O)CC2=O)cc1 (centres undefined)
  A: ?; B: i; C: 4%; D: ?; E: 4%[10 µM]; F: 2%; G: -18%; H: -3%
CSc1nnc(-c2sc3cc(C(F)(F)F)cnc3c2-c2ccccn2)n1C
  A: 5%; B: i; C: -13%; D: nt; E: -5%; F: -12%; G: -4%; H: 0%
CCOC(=O)C1CC(C)=C(C)CC1C(=O)O (centres undefined)
  A: -4%; B: i; C: 1%; D: 5%; E: 7%[10 µM]; F: 5%; G: -6%; H: 2%
O=C(/C=C/c1ccc(Cl)cc1)N1CCN(c2ncccn2)CC1
  A: ?; B: -12%; C: 2%; D: nt; E: -9%; F: 6%; G: -13%; H: -1%
COc1cccc(CNC(=O)N2CCC(CN3CCC(C)CC3)CC2)c1
  A: 6%; B: nt; C: 0%; D: nt; E: nt; F: 0%; G: 0%; H: 1%
Cn1c(SCc2n[nH]c(=S)n2-c2ccccc2)nnc1-c1ccccc1
  A: -1%; B: 8%; C: -1%; D: 4%; E: nt; F: -4%; G: -1%; H: -4%
O=C(COc1ccc2ccccc2c1)NC1CC1
  A: -16%; B: i; C: 7%; D: nt; E: -24%; F: 2%; G: -9%; H: 2%
COc1ccc2[nH]c3c(c2c1)CCn1c-3nc2sc(C(=O)Nc3ccccc3)c(C)c2c1=O
  A: ?; B: -12%; C: 3%; D: 2%; E: -5%[10 µM]; F: 1%; G: -5%; H: 1%
O=C(Nc1cccc(F)c1)NC1CC2CCCC(C1)N2C1CC1 (centres undefined)
  A: 6%; B: -8%; C: 3%; D: 2%; E: -18%[10 µM]; F: 2%; G: 8%; H: -4%
Cc1cc(C(=O)CSc2n[nH]c(N)n2)c(C)n1-c1cc(F)ccc1F
  A: -16%; B: -1%; C: 1%; D: nt; E: -19%; F: -1%; G: -8%; H: -6%
O=C(NCC(c1cccnc1)N1CCN(Cc2ccccc2)CC1)C(=O)Nc1ccc(Cl)cc1 (centres undefined)
  A: -2%; B: nt; C: -3%; D: nt; E: nt; F: -7%; G: -12%; H: -11%

One compound at a time, from the list above:
Entry for COc1ccc(/C=N/NC(=O)c2ccc(=O)[nH]n2)cc1OC : Tau fibril ThT = -13%; RECQ1 inh = -6%; Tau FP inhib = -6%; L3MBTL1 inh = 7%; HTT cytoprotect = -9%[10 µM]; TRb SRC2 PPI = 5%; Tau fluor cs = 1%; TR SRC2 fluor cs = -8%
Entry for N#CCc1ccc(NS(=O)(=O)c2cccs2)cc1 : Tau fibril ThT = -9%; RECQ1 inh = -10%; Tau FP inhib = -5%; L3MBTL1 inh = 7%; HTT cytoprotect = -8%; TRb SRC2 PPI = 9%; Tau fluor cs = -6%; TR SRC2 fluor cs = 1%

Random excerpt: two entries already listed.
Short forms – A = Tau fibril ThT; B = RECQ1 inh; C = Tau FP inhib; D = L3MBTL1 inh; E = HTT cytoprotect; F = TRb SRC2 PPI; G = Tau fluor cs; H = TR SRC2 fluor cs
CC1CN(C(=O)Nc2ccc3c(c2)OCCO3)CC(C)O1 (centres undefined)
  A: 2%; B: i; C: 5%; D: -3%; E: 5%[10 µM]; F: 1%; G: 5%; H: 4%
COc1ccc2oc(-c3cccc(NC(=O)c4sc5c([N+](=O)[O-])cccc5c4Cl)c3)nc2c1
  A: -8%; B: nt; C: 8%; D: nt; E: nt; F: 4%; G: -18%; H: ?

Shown with two lines to a compound: entries from further up.
Value order – Tau fibril ThT	RECQ1 inh	Tau FP inhib	L3MBTL1 inh	HTT cytoprotect	TRb SRC2 PPI	Tau fluor cs	TR SRC2 fluor cs
> CCSc1nc2ccccc2c(OCc2cc(C(=O)OC)ccc2OC)c1C(=O)OC
→ -10%	nt	-19%	nt	nt	-7%	?	?
> Cc1ccc(NNC(=O)c2ccc(Cl)cc2)nn1
→ -10%	-9%	-14%	3%	15%[10 µM]	1%	-11%	-2%
